Compound activity from PubChem BioAssay.
ABCB6 inh MLPCN: ABCB6 transporter inhibitors, primary screen, K562-ABCB6 cells, flow cytometry, MLPCN library | hit rate 0.19% among 360,000 | AID 602162, 2011 | fluorescence ratio to DMSO, % at 10 µM | ATP-binding cassette sub-family B member 6 (Homo sapiens), Q9NP58 | K562-ABCB6 porphyrin accumulation, 1 h; hits give low values;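 active = fluorescence ratio to DMSO below 75%, the collection mean minus 3 SD; inconclusive = too few cells collected in the well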;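 also: signal is porphyrin accumulated inside mitochondria; 100% equals median channel fluorescence of DMSO control wells; lower ratio means ABCB6 inhibition with less porphyrin fluorescence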
MC4R barr agon: MC4R agonists recruiting beta-arrestin, primary screen, cell-based, luminescence, agonist arm of biased-ligand search; AID 540308, 2011; Melanocortin receptor 4 (Homo sapiens), P32245; activation, % at 8.9 µM; U2OS MC4R beta-arrestin complementation; percent of melanotan II response, DMSO zero; hit rate 0.98% among 360,000;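 active = activation above a per-plate cutoff, the mean activation of sample wells on that plate plus 3 SD, cut at about 8% in these data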
Target sequence (P32245 whole entry, looked up): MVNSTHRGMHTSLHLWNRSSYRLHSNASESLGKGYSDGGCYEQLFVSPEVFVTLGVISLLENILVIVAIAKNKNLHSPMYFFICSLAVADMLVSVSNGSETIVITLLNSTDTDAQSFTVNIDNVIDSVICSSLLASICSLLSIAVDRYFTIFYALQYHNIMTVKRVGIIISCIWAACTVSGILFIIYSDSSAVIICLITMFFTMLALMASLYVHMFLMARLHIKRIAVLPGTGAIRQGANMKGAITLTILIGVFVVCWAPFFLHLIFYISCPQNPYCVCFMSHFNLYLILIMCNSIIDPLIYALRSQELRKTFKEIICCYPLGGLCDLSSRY
ABHD5 PLIN5 PPI: ABHD5-PLIN5 interaction inhibitors, primary screen, cell lysate, split luciferase complementation, luminescence; Perilipin-5 (Homo sapiens) + 1-acylglycerol-3-phosphate O-acyltransferase ABHD5 (Homo …; inhibition, % at 4 µM; Split G. princeps luciferase complementation, 4 h; hit rate 0.78% among 360,000; AID 602281, 2012;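 active = inhibition above the mean inhibition across every tested compound plus 3 SD, cut at about 22% in these data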;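 also: 0% = DMSO only wells and the 100% control is not disclosed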
m5-HT2A agonist: mouse Htr2a agonists via beta-arrestin recruitment, primary screen, cell-based, luminescence; 5-hydroxytryptamine receptor 2A (Mus musculus), P35363; CHO-K1 mHTR2A beta-arrestin complementation; percent of 30 µM serotonin response; activation, % at 7.6 µM; hit rate 0.66% among 360,000; AID 624169, 2012;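 active = activation above a run cutoff, the mean activation of all tested compounds plus 3 SD, cut at about 14% in these data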;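 also: 0% = plate median of compound wells and 100% = 30 µM serotonin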
Target sequence (P35363 whole entry, looked up): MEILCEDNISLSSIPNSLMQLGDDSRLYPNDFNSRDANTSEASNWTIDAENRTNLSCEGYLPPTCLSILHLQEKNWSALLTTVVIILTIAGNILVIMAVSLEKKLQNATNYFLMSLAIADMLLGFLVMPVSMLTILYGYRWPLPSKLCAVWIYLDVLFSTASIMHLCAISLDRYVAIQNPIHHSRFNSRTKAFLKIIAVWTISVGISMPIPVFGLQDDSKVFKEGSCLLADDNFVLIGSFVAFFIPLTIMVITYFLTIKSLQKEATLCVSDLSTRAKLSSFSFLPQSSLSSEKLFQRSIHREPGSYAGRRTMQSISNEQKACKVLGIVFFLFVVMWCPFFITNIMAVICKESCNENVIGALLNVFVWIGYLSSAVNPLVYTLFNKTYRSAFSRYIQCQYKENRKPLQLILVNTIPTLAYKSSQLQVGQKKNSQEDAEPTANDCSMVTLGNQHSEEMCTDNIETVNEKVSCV
TLR9-MyD88 inh: inhibitors of TLR9-MyD88 association in cells, primary screen, cell-based, CHO, BLA complementation, fluorescence; AID 504734, 2011; CCF4 FRET ratio; inhibition, % at 4.98 µM; Toll-like receptor 9 (Homo sapiens) + Myeloid differentiation primary response protein …; hit rate 0.21% among 340,000;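 active = inhibition above the mean over all tested compounds plus 3 SD, cut at about 21% in these data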;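 also: 0% = DMSO only wells and 100% = clavulanate BLA inhibitor control wells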
NCOA2 inhibitor: inhibition of GAL4-SRC2 driven luciferase reporter, primary screen, SRC2 inhibitor project, cell-based, luminescence. HEK293 GAL4-SRC2 luciferase reporter. hit rate 0.17% among 370,000. inhibition, % at 9 µM. AID 651957, 2012;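 active = inhibition above the mean inhibition of all tested compounds plus 3 SD, set per campaign, cut at about 52% in these data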;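 also: 0% = DMSO treated cells and 100% = cells given Gossypol at 36 µM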
N-glyco inh: increase of ERlucT glycosylation luciferase signal, primary screen, N-linked glycosylation inhibitor project, D54 ERlucT cells, luminescence, set 2 | hit rate 0.23% among 360,000 | reporter increase, % at 12.5 µM | D54 ERlucT glycosylation luciferase reporter, 24 h; percent of 100 nM tunicamycin response | AID 588692, 2011;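 active = mean luciferase reporter signal, scaled so untreated is 0 and the glycosylation-blocking control 100, at or above a set limit in every replicate; inconclusive = mean reaches the limit but not every replicate does; inactive = mean below the limit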;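 also: luciferase carries N-glycosylation sites so blocking glycosylation raises the light; 0% = median of neutral control wells and 100% = median of 100 nM tunicamycin wells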
H9c2 protect: cardioprotection against H2O2-induced cell death, primary screen, uHTS, H9c2 cells, ATPLite luminescence; H9c2 cardiomyocytes, H2O2 injury protection, 2 h; protection from H2O2 cell death, % at 20 µM; hit rate 0.63% among 360,000;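 active = compounds giving at least 50% protection of heart cells from peroxide-induced death in the single-dose screen, raw or plate-pattern-corrected value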;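 also: 0% = DMSO wells with peroxide and 100% = DMSO wells without peroxide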
MC4R antagonist: MC4R antagonists of cAMP signaling, primary screen, cell-based, TR-FRET, antagonist arm of biased-ligand search; Melanocortin receptor 4 (Homo sapiens), P32245; MC4R-expressing cells, MTII-stimulated cAMP, LANCE TR-FRET; inhibition, % at 6.5 µM; hit rate 0.48% among 360,000; AID 540295, 2011;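 active = inhibition above its plate's cutoff, the mean of tested wells on that plate plus 3 SD, cut at about 29% in these data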;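 also: 0% = Melanotan II alone and 100% = Melanotan II plus saturating MCL0020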
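System – human MC4R-expressing U2OS cells · Also added – Melanotan II · Dosing – one concentration, 6.5 µM nominal · Timing – 30-min compound, 1-h challenge, 1-h detection, room temperature · Measured by – Eu-cAMP/anti-cAMP TR-FRET, emission 671 nm · Replicates – singlicate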
NOD2-RIPK2 inh: NOD2-RIPK2 binding disruptors in cells, primary screen, fluorescence, CHO cells, BLA complementation. CCF4 ratio. inhibition, % at 4.98 µM. hit rate 0.38% among 360,000. AID 624267, 2012. Receptor-interacting serine/threonine-protein kinase 2 (Homo sapiens), O43353; in the data active = inhibition above about 21%;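 also: 0% = vehicle only and 100% = reference blocker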
Starred values were filed as active, the others as inactive; u = inconclusive; x = no result given.

SMILES | ABCB6 inh MLPCN | MC4R barr agon | ABHD5 PLIN5 PPI | m5-HT2A agonist | TLR9-MyD88 inh | NCOA2 inhibitor | N-glyco inh | H9c2 protect | MC4R antagonist | NOD2-RIPK2 inh
O=C(O)CCCNc1ccc([N+](=O)[O-])c(NCCCC(=O)O)n1 | 105 | 1.0 | 5 | 3 | x | 8 | 0 | -16 | 4 | -23
N#Cc1c(-c2cccnc2)c2c([nH]c1=S)CCCC2 | 89 | 0.1 | -1 | 0 | 3 | 8 | -1 | -1 | 2 | 3
CCN1CCN(CCNC(=O)c2ccc3c(c2)N(Cc2cccc(Cl)c2)C(=O)c2ccccc2S3=O)CC1 (configuration not stated) | 98 | -1.3 | 0 | -9 | -5 | 13 | -6 | 10 | 4 | -5
CN(c1ccc(OC(=O)CC2OC(=O)c3ccccc32)cc1)S(=O)(=O)c1ccccc1 (configuration not stated) | 103 | -1.4 | -6 | -3 | 11 | 2 | -2 | 6 | 7 | -3
CCn1c(CCNC(=O)c2ccc(OC)cc2)nnc1SCc1ccc(Cl)c(Cl)c1 | 100 | -0.2 | 7 | -2 | 1 | 5 | -7 | -11 | 4 | 0
Cc1ccc(-n2c(C)cc(/C=N/NC(=O)CC3(C)OCCO3)c2C)c(C)c1 | 97 | -0.5 | 3 | 3 | 5 | -2 | -2 | -15 | -13 | -4
Cc1ccc(NC(=O)C2CCN(S(=O)(=O)c3c(C)nn(C)c3C)CC2)c(Cl)c1 | 94 | -2.4 | 0 | -3 | -4 | -3 | 2 | -3 | 10 | -11
O=C(CN1CCCc2ccccc21)NCc1ccccc1Cl | 96 | -0.9 | 3 | 1 | 3 | -13 | -1 | 0 | 10 | -13
Nc1ccn(C2C=CC(CO)O2)c(=O)n1 (configuration not stated) | 98 | x | 0 | -5 | x | -3 | x | x | x | -5
O=C(CSc1nnc2ccccn12)Nc1nsc(-c2ccccc2)n1 | 95 | -1.4 | -6 | -3 | -2 | -10 | -5 | -4 | 12 | -3
CSCCC(NC(=O)c1ccco1)C(=O)Nc1ccc(C)cn1 (configuration not stated) | 96 | -2.2 | 0 | -1 | -3 | -23 | 5 | 1 | 9 | 9
CCOC(=O)c1cc(CC)sc1N1C(=O)CC(Sc2ccccc2C(=O)O)C1=O (configuration not stated) | 100 | -4.2 | 6 | -4 | -3 | -3 | 4 | 5 | 9 | 4
Cc1cccc(NS(=O)(=O)c2nnc(NC(=O)c3ccccc3F)s2)c1 | 96 | -1.2 | 1 | 1 | 13 | 6 | -1 | 1 | -2 | -9
CCOc1ccccc1/C=N\Nc1cnn(Cc2ccccc2)c(=O)c1Cl | 103 | -2.6 | -3 | -1 | -15 | -6 | -1 | -12 | 23 | -5
COc1ccc(NC(=O)C(=O)NCCC2=CCCCC2)c(OC)c1 | 97 | 4.0 | -1 | 4 | 3 | 2 | 2 | -3 | 11 | 2
Nc1nc(SCC(=O)Nc2ccccc2-c2ccccc2)n[nH]1 | 103 | -0.4 | -5 | -3 | 14 | 13 | -1 | 6 | -1 | 6
C=CCSc1nnc(NC(=O)CSc2nc3ccccc3[nH]2)s1 | 102 | 2.2 | 0 | -1 | 0 | 17 | 0 | -6 | 13 | -15
Cc1ccc(C2CC(c3cccs3)=NN2C(=O)CSc2nc(=O)n3cc(C)ccc3n2)cc1 (configuration not stated) | u | -3.8 | 1 | -3 | -3 | 3 | 4 | 0 | -14 | 3
O=C1CCC(C(=O)N2CCSCC2)CN1Cc1cccc(C(F)(F)F)c1 (configuration not stated) | 87 | -2.8 | -8 | -1 | 4 | -2 | 1 | 3 | 8 | -2
Cc1cccc(C(=O)Nc2cccc(C(=O)Nc3cc(C)ccn3)c2)c1 | 99 | 0.2 | 3 | -4 | 2 | x | 0 | 6 | 20 | -2
COc1cccc(-n2nnc3c(=O)n(Cc4ccccc4Cl)cnc32)c1 | 99 | 0.8 | -1 | 0 | -5 | -39 | -1 | -11 | 8 | -20
CSCCC(NS(=O)(=O)c1ccc(Cl)cc1)C(=O)OCc1cccc(Cl)c1 (configuration not stated) | 105 | 3.6 | -3 | -4 | -7 | -16 | -1 | -7 | 15 | -8
CCOc1ccc(S(=O)(=O)N(C)c2ccc(OCC(=O)OCc3c(C)noc3C)cc2)cc1 | 101 | -1.6 | -6 | -4 | -2 | 11 | 1 | -15 | 8 | -6
Cc1c(C#N)c2ccccc2n1CCOc1ccccc1F | 102 | -2.5 | 1 | -2 | 2 | -9 | -6 | -14 | 2 | 3
CC(=O)c1cc2c(cc1NC(=O)CCc1c(C)nc3ncnn3c1C)OCO2 | 97 | -0.7 | -3 | -3 | 0 | -16 | 1 | 11 | 5 | -5
Cc1ccc([N+](=O)[O-])cc1S(=O)(=O)NCc1cccnc1 | 97 | 0.1 | 0 | 7 | 12 | 16 | 1 | 2 | 4 | 3
O=C(NC1CCCC1)C1CCC(CNS(=O)(=O)c2cccs2)CC1 (configuration not stated) | 92 | -1.8 | 0 | -5 | 6 | -39 | -2 | -2 | 2 | 1
CCc1cc(C(=O)OC)c(NC(=O)C2CC(=O)NN2Cc2ccccc2)s1 (configuration not stated) | 102 | -1.6 | 2 | -3 | 4 | -8 | 1 | -3 | 0 | 5
Cc1cccn2cc(-c3ccc(S(=O)(=O)N4CCOCC4)cc3)nc12 | 102 | -2.6 | 4 | -5 | -2 | -5 | -2 | -7 | 5 | 1
Cc1sc(NC(=S)NC(=O)CCc2ccccc2)c(C(N)=O)c1C | 97 | -2.3 | -2 | -2 | -6 | 6 | 18 | 2 | -15 | 14
CCC12OC(=N)C(C#N)(C1C)C(C#N)(C#N)C(c1ccccc1)O2 (configuration not stated) | 96 | -1.3 | -1 | 2 | -10 | -4 | 0 | 1 | -3 | -4
COc1cccc(-c2c(C(=O)N/N=C(\C)c3ccncc3)nnn2-c2nonc2N)c1 | 111 | -3.0 | -2 | -7 | 1 | -18 | 3 | 13 | 4 | -6
CCSc1nnc(NC(=O)C2CCCN(S(=O)(=O)c3cnc[nH]3)C2)s1 (configuration not stated) | 102 | -1.5 | -2 | -5 | 6 | 7 | -1 | 0 | -3 | -5
CC(=O)Nc1ccc(N2C(=O)CC(N3CCN(Cc4ccc5c(c4)OCO5)CC3)C2=O)cc1 (configuration not stated) | 95 | -1.2 | -2 | 4 | -9 | 22 | 2 | 1 | 11 | -6
O=C(O)c1cccc(-c2ccc(/C=N/NC(=O)c3cccnc3)o2)c1 | 96 | -3.0 | 0 | 2 | -3 | -4 | 4 | 4 | -22 | -14
CCCc1ccc(OCC(O)CN2CCCC2)cc1 (configuration not stated) | 89 | 0.2 | -1 | -3 | -12 | 0 | 2 | -3 | 8 | 0
COc1cc2c(cc1OCc1ccccc1)/C(=C/C(=O)OCc1ccccc1)OC2 | x | x | -10 | -2 | x | 11 | x | x | x | 3
COc1ccc(-n2nc(C(=O)Nc3ccc4c(c3)OCO4)c3ccccc3c2=O)c(OC)c1 | 97 | -0.9 | 9 | 2 | 0 | 6 | 2 | 16 | 9 | -5
CCOC(=O)c1cc2sccc2n1CC(=O)Nc1ccc(OC)c(OC)c1 | 97 | -0.9 | -10 | -4 | 6 | -12 | 0 | -1 | -2 | -7
O=C(CCC(=O)c1cccs1)c1cccs1 | 103 | 0.3 | -7 | 5 | 0 | -30 | -6 | 2 | 10 | -1
CCc1ccc(OC(C)C(=O)Nc2ccc(S(=O)(=O)Nc3nccs3)cc2)cc1 (configuration not stated) | 106 | 2.4 | 7 | -14 | -2 | -13 | -2 | 2 | 12 | -2
CCOC(=O)c1ccc2c(c1)[nH]c(=S)n2CC | 96 | -3.8 | 2 | -7 | 9 | -131 | 6 | 3 | -10 | -10
Cc1cccc(NS(=O)(=O)c2cccc(C(=O)Nc3cccc(C(=O)O)c3)c2)c1 | 95 | 0.1 | 1 | 0 | 2 | 14 | 0 | 5 | -8 | 0
COc1ccc(CNC(=O)c2ccc3c(c2)N(C)C(=O)CS3=O)cc1 (configuration not stated) | 94 | -2.0 | -5 | -4 | -10 | 17 | -2 | -6 | 10 | 0
O=C(N/N=C/c1ccco1)c1cc(-c2ccc(Br)s2)[nH]n1 | 100 | -2.2 | 2 | 4 | -3 | 14 | 2 | -4 | -1 | -3
CCN(CC)S(=O)(=O)c1ccc(OC)c(NC(=O)CCc2c(C)noc2C)c1 | 100 | -1.8 | 6 | -3 | -7 | 16 | 3 | -1 | 3 | -1
COc1cc(CNC2CCCc3ccccc32)cc(OC)c1OC (configuration not stated) | 103 | -2.8 | 3 | 5 | -27 | 13 | 1 | -4 | 6 | -8
CC1CCCN(CCCN2C(=O)C3C(C(=O)Nc4ccc(Cl)cc4)C4C=CC3(O4)C2C(=O)NC2CCCCC2)C1 (configuration not stated) | 90 | 1.7 | -8 | -2 | -10 | 6 | -1 | 4 | 1 | -3
O=C(NNC(=O)C1CCN(C(=O)Nc2ccccc2)CC1)c1ccc(F)cc1 | 103 | 0.5 | 4 | -3 | -12 | -6 | 2 | 0 | 4 | -6
Cc1ccc(C(=O)Oc2ccc(C(=S)N3CCOCC3)cc2)cc1 | 99 | 1.3 | -2 | 5 | -4 | 11 | -1 | 0 | -2 | -1
CC(C)CNS(=O)(=O)c1cc2c3c(c1)CC(=O)N3CCC2 | 100 | 0.3 | 10 | 4 | 3 | -14 | -1 | 4 | 2 | -10
CC1CCC(NC(=O)CN2CCN(S(=O)(=O)c3cccs3)CC2)CC1 (configuration not stated) | 96 | -1.2 | 3 | -4 | 6 | -29 | -1 | 0 | 7 | -1

The list is partial; count on the stated rates, not on these rows.
